PI4K2A inh: qHTS for small molecular inhibitors of PI4K2A; Phosphatidylinositol 4-kinase type 2-alpha (Homo sapiens), Q9BTU6; purified PI4K2A, ADP-Glo luminescence, 1 h; hits give low values; activity change, negative = inhibition, % at 76.9 µM; 420,000 compounds, 0.13% hits; AID 1346378, 2018; in the data active means activity change below about -50%; inconclusive means mostly about -30% to -49%;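 further: -100% = wells without enzyme as full effect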
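Compounds are screened against recombinant PI4K2A using PI as substrate and ATP, the latter dispensed at 300 microM. Reactions run one hour at ambient temperature before ADP-Glo detection; full inhibition defined by wells lacking enzyme.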
TrxR1 substrate: qHTS Assay for Substrates of Mammalian Selenoprotein Thioredoxin Reductase 1 (TrxR1): qHTS. Thioredoxin reductase 1, cytoplasmic (Rattus norvegicus), O89049. purified TrxR1 substrate turnover, NADPH consumption readout. Potency, µM (titrated, usually from 114 µM), for inactives: at the highest dose activity change, negative = substrate turnover. 390,000 compounds, 0.01% hits. AID 588456, 2011; further: potency means the concentration at half of the fitted maximal effect; on the % scale 0 is the no-effect control and ±100 the full control effect; nearly all actives have a fitted effect of over 50% in size
Target sequence (O89049 whole entry, looked up): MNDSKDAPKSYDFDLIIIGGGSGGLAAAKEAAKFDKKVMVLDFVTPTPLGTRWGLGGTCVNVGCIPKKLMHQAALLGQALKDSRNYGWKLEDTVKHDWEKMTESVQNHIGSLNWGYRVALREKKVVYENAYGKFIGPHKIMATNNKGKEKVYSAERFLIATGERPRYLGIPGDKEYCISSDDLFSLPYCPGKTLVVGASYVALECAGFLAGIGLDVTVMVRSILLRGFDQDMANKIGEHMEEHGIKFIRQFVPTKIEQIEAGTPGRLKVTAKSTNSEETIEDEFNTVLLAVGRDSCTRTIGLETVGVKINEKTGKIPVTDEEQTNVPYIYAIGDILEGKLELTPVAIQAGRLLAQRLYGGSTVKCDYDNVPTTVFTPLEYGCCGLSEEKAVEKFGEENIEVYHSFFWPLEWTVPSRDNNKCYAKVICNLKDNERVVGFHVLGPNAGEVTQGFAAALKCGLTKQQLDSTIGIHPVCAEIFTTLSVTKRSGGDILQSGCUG
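Rat TrxR1, dispensed at 90 nM, was prereduced with 400 uM NADPH (final) for 5 min at ~22 deg C, then incubated with compound 15 min before 400 uM selenite. A first-read NADPH fluorescence drop versus no-compound background flagged substrates.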
Vif-APOBEC3F blk: qHTS for Inhibitors of Vif-A3F Interactions: qHTS. HeLa A3F-eYFP + Vif (tagged APOBEC3F with the HIV-1 protein that degrades it), YFP fluorescence increase. Potency, µM (highest dose often 46.1 µM), for inactives: top-dose activity, negative = active. 390,000 compounds, 0.2% hits. AID 602313, 2012; further: potency means the concentration at half of the fitted maximal effect; % of control where 0% means no effect; nearly all actives have a fitted effect of over 65% in size
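Fluorescence increase (Ex 488/Em 500-530) after overnight compound treatment at 37 deg C flags inhibition of Vif-driven A3F-eYFP loss in stable HeLa A3F-eYFP/Vif cells seeded overnight beforehand.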
USP1 inh: Inhibitors of USP1/UAF1: Primary Screen. Ubiquitin carboxyl-terminal hydrolase 1 (Homo sapiens), O94782. recombinant USP1/UAF1, Ub-Rhodamine cleavage fluorescence. Potency, µM (doses to about 57.1 µM), inactives show at the top dose activity change, negative = inhibition, usual class: inhibitors. 390,000 compounds, 0.23% hits; further: potency means the concentration at half of the fitted maximal effect; on the % scale 0 is the no-effect control and ±100 the full control effect; nearly all actives have a fitted effect of over 60% in size; inactives centre near -12
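High-throughput fluorogenic screen: 1nM USP1/UAF1 complex, Ub-Rho substrate 150nM final, 50mM HEPES pH 7.8 with 0.5mM EDTA, 0.1 mg/ml BSA, 1mM TCEP and 0.01% Tween-20.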
Vif-APOBEC3G blk: qHTS for Inhibitors of Vif-A3G Interactions: qHTS; HeLa A3G-eYFP + Vif (tagged APOBEC3G with the HIV-1 protein that degrades it), YFP fluorescence, overnight; Potency, µM (highest dose often 46.1 µM), for inactives: top-dose activity, negative = active, actives largely listed as inhibitors; 410,000 compounds, 0.076% hits; AID 602310, 2012;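 further: potency means the concentration at half of the fitted maximal effect; on the % scale 0 is the no-effect control and ±100 the full control effect; nearly all actives have a fitted effect of over 60% in size; hits raise eYFP signal because A3G escapes Vif-driven loss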
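HeLa cells stably expressing Vif and C-terminally eYFP-tagged A3G, seeded overnight at 37 deg C, then exposed to compound by pintool overnight at 37 deg C. Rise in yellow fluorescence (Ex 488/Em 500-530, Acumen) marks blocked Vif-driven A3G degradation.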
mIDH1 inhibitor: qHTS for Inhibitors of mutant isocitrate dehydrogenase 1 (IDH1): qHTS; 390,000 compounds, 0.093% hits; IDH1-R132H enzyme, NADPH consumption, diaphorase/resazurin fluorescence; Isocitrate dehydrogenase [NADP] cytoplasmic (Homo sapiens), O75874; Potency, µM (highest dose often 76.6 µM), inactives show top-dose activity change, negative = inhibition, most hits filed as inhibitors; AID 602179, 2012; further: potency means the concentration at half of the fitted maximal effect; on the % scale 0 is the no-effect control and ±100 the full control effect; nearly all actives have a fitted effect of over 65% in size
Target sequence (O75874 whole entry R132H, stated change not applied): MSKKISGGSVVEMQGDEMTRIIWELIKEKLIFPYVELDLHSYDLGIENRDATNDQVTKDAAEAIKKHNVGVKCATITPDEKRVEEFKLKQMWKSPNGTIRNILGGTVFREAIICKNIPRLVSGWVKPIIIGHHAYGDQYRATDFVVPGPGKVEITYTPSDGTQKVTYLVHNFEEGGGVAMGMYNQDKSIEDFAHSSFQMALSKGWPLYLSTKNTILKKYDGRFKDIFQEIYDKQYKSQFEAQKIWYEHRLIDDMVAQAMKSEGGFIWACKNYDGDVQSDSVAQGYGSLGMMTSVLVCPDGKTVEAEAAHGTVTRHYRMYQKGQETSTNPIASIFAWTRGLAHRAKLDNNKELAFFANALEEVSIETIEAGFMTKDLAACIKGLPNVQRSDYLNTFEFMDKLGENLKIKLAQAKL
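IDH1-R132H (0.5 ug/mL) preincubated 30 min with compound, then NADPH (0.016 mM) and alpha-KG (2 mM) added; 80 min at RT, pH 7.5. Remaining NADPH coupled via diaphorase/resazurin to fluorescence (540/590 nm); concentration-response curves normalized to no-enzyme control.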
LDHA block: qHTS assay for inhibitors of human lactate dehydrogenase; L-lactate dehydrogenase A chain (Homo sapiens), P00338; purified LDHA, NADH/diaphorase-resazurin fluorescence; hits give low values; activity change, % (values are at about 110 or 230 µM); 480,000 compounds, 0.15% hits; in the data active means activity change below about -30%; inconclusive means mostly about -25% to -30%;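 further: plate controls were DMSO wells for no effect and wells without enzyme for full effect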
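Resorufin fluorescence (ex540/em590), read at 0 and 20 min after diaphorase/resazurin addition, reports the NADH left after a 5 min room-temperature reaction of 2 nM human LDH5 with 0.06 mM NADH and 0.2 mM pyruvate.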
RXFP1 ag: qHTS Assay for Agonists of the Relaxin Receptor RXFP1 | HEK293T-RXFP1 cAMP TR-FRET, 30 min; response scale: percent of porcine relaxin response, buffer zero | Relaxin receptor 1 (Homo sapiens), Q9HBX9 | Potency, µM (doses to about 57.5 µM), for the others: at the top dose activation, usual class: activators | 370,000 compounds, 0.3% hits | AID 2676, 2010; further: potency means the concentration at half of the fitted maximal effect; on the % scale 0 is the no-effect control and ±100 the full control effect; nearly all actives have a fitted effect of over 60% in size; many of its hits are not listed in these tables
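Agonist response is measured as cAMP accumulation in an RXFP1-transfected HEK293T line under PDE4 inhibition. Values are scaled between buffer-only and 29 nM porcine relaxin, and EC50s come from standard Hill equation fits.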
Glioma ERSR ind: qHTS for Inducers of the Endoplasmic Reticulum Stress Response (ERSR) in Human Glioma: qHTS. 420,000 compounds, 0.02% hits. Potency, µM, without a hit: at the top dose activation, actives largely listed as activators. U87-MG GRP78 promoter luciferase reporter, 16 h; further: potency means the concentration at half of the fitted maximal effect; series mostly up to about 76 µM; % of control where 0% means no effect; nearly all actives have a fitted effect of over 35% in size
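Stably transfected U87-MG human glioma cells carrying a GRP78-based luminescent sensor were seeded at 1000 cells/well, pin-dosed with compounds and incubated 16 h. Luciferase reagent was then added, and end-point luminescence was read after 10 min at room temperature.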
Active calls of the source: *; ? = inconclusive; nt = no result given; & = joins results of further samples; [ ] = another dose, or the depositor's remark. Unless noted, the call rests on the fitted dose curve; in most records, active means well fitted curve in the direction sought with a large enough effect; inconclusive means small, poorly fitted or top-dose-only effect, or another doubt; inactive means no such curve, though single readings can be large; an effect the other way counts as inactive or inconclusive. Some of the compounds tested; count on the stated rates, not on these rows.

Each structure is followed by: PI4K2A inh	TrxR1 substrate	Vif-APOBEC3F blk	USP1 inh	Vif-APOBEC3G blk	mIDH1 inhibitor	LDHA block	RXFP1 ag	Glioma ERSR ind
CCc1ccc(OCc2ccc(C(=O)NCc3ccccn3)o2)cc1
 : -2	2%	-3%	3%	-5%	-3%	3	0.3%	?
CC1CCC(NC(=O)CC2Oc3ccccc3NC2=O)CC1 (stereo not drawn)
 : -1	-3%	-7%	5%	-2%	-5%	-10	0.5%	-2%
COc1ccc(NC(=O)Nc2cccc(OC)c2)cc1
 : -1	7%	-8%	-22%	0%	8%	-3	nt	7%
Cc1cccc(C)c1NC(=O)CN(C)C(=O)CCC(=O)N1CCOCC1
 : 0	-1%	7%	-8%	-1%	-3%	-6	nt	-3%
O=C(CSc1nnc(-c2ccccn2)n1Cc1ccco1)c1ccc(Cl)cc1
 : -2	-3%	-4%	-16%	-1%	9%	0	3.9%	-1%
CCOCCCNC(=O)/C(C#N)=C/c1cc(OC)c(O)c([N+](=O)[O-])c1
 : -7	-8%[57.1 µM]	-13%	-9%	?	20%	-1	-2.8%	-6%
C/C(=N\OCC(=O)Nn1c(=O)[nH]c2ccccc2c1=O)c1ccccc1
 : 0	-7%	2%	-10%	2%	8%	-4	0.6%	-4%
O=C(NCCCO)NC12CC3CC(CC(C3)C1)C2
 : -1	10%	-2%	-7%	0%	8%	-2	-1.1%	-5%
Cc1ccn(CCC(=O)Nc2ccc(-c3ccno3)cc2)n1
 : 4	2%	-10%	-19%	4%	3%	-6	-3.1%	-2%
CCCCn1nc(NC(=O)CC(C)C)c2cc3cc(OC)ccc3nc21
 : -2	22%	0%	-13%	1%	-4%	-10	9.7%	-4%
N/C(Cc1ccc(Cl)cc1Cl)=N\OC(=O)c1cccs1
 : -8	8%	-4%	-20%	-10%	4%	-2	0.4%	13%
CC(=O)NCC(=O)N[C@@H](CC(=O)OCc1ccccc1)C(=O)OCc1ccccc1
 : -3	6%	-14%	-9%	-4%	19%	-4	-1.3%	-5%
CCNC(=O)NC1c2ccccc2CSc2ccccc21 (stereo not drawn)
 : 0	2%	14%	-5%	-6%	-20%	-10	nt	-4%
COc1cc(NC(=S)Nc2ccc(N(C)C(C)=O)cc2)cc(OC)c1
 : 3	7%	8%	-4%	-6%	5%	0	0.9%	-4%
COc1cc(C(=O)NCC(c2ccco2)S(=O)(=O)c2ccccc2)cc(OC)c1OC (stereo not drawn)
 : 0	5%[57.1 µM]	0%	5%	3%	-4%	1&1	0.9%	-2%
CN(CC(=O)Nc1cccc(F)c1)CC(=O)Nc1cccc(S(N)(=O)=O)c1
 : 6	4%	-6%	-19%	-5%	-2%	-3	0.7%	0%
O=C(COc1ccc2ccccc2c1)NC1CC(=O)N(c2ccccc2)C1 (stereo not drawn)
 : -6	-2%[57.1 µM]	4%	-18%	7%	32%[activator]	-7	-0.6%	3%
C[C@@H]1CN([C@@H](C)CO)C(=O)c2cccc(NC(=O)Nc3ccc(F)cc3)c2O[C@@H]1CN(C)Cc1ccc(Oc2ccccc2)cc1
 : -4	6%[57.1 µM]	-7%	?	-28%	6%	7	nt	-6%
Cc1cc(NC(=O)CSc2c[nH]c3ccccc23)no1
 : 6	2%	0%	-20%	-10%	5%	-2	0.3%	-1%
Nc1nonc1-n1nnc(C(=O)N/N=C/c2cccc(F)c2)c1CN1CCCC1
 : -1	5%	-9%	-6%	-1%	5%	2	nt	-1%
COc1cnc(-c2ccccn2)nc1Oc1cccc(Cl)c1
 : -7	3%	0%	-18%	2%	-5%	2	-0.1%	-3%
Cc1occc1C(=O)Nc1nccs1
 : -3	10%	1%	5%	-6%	3%	-2	-0.5%	1%
O=C(NCCN1CCOCC1)Nc1ccc(F)cc1
 : 8	9%[57.1 µM]	11%	-9%	-3%	4%	-3	-1.0%	-3%
CCN(CC)C(=S)Nc1ccc([N+](=O)[O-])cc1
 : -1	-14%	-3%	-13%	0%	3%	0	1.3%	-2%
COc1ccc2cc3cc(C(=O)Nc4ccccc4N4CCN(C)CC4)oc3nc2c1
 : 1	9%	?	-26%	3%	9%	-6	-2.7%	-7%
COC(=O)c1cccc(CN2C(=O)C(C)Sc3ccc(C#N)cc32)c1 (stereo not drawn)
 : -1	nt	nt	nt	-1%	nt	-1	nt	0%
O=C(c1ccco1)N1CCN(C(c2coc3ccc(Cl)cc3c2=O)c2nnnn2C2CCCC2)CC1 (stereo not drawn)
 : -10	5%	-3%	-7%	2%	-5%	-4	nt	-2%
CCC(c1nnnn1Cc1ccc2c(c1)OCO2)N1CCN(CC)CC1 (stereo not drawn)
 : 3	10%[57.1 µM]	-5%	-4%	1%	0%	-4	2.6%	5%
Cc1cc(C)cc(OCC(=O)Nc2nonc2-c2ccc(Br)cc2)c1
 : -6	-8%	nt	-11%	nt	nt	-7	?	nt
Cc1cccc(N(C)S(=O)(=O)c2cc(-c3cnc(C4CC4)o3)ccc2C)c1
 : -7	2%[57.1 µM]	nt	6%	nt	nt	0	-0.5%	nt
O=C(c1ccc(OC2CCN(CCO)CC2)cc1)N1CCCC1
 : 4	5%	0%	-7%	1%	-4%	-7	-3.7%	-3%
CCOC(=O)C1CCCN(C(=O)CCn2nc(-c3ccccc3)ccc2=O)C1 (stereo not drawn)
 : -2	-10%	4%	-14%	-1%	8%	-7	3.4%	-6%
Cc1[nH]c(=S)c(C#N)c(C)c1Cc1ccc(Cl)cc1Cl
 : -4	2%	-1%	-23%	-1%	-3%	-9	10%	0%
CC(C)C(=O)Nc1c(C(=O)N2CCN(c3ccccc3F)CC2)oc2ccccc12
 : -3	0%	-6%	-8%	-7%	4%	1	-0.5%	2%
N#Cc1cnn2c3c(cnc12)C(=O)N1CCc2ccccc2C1C3 (stereo not drawn)
 : -1	294%[activator][57.1 µM]	7%	-6%	-2%	-4%	-3	7.6%	-3%
COc1ccc(S(=O)(=O)Nc2ccc3oc4c(c3c2)CCCC4)cc1
 : 1	-1%	6%	-26%	?	8%	3	0.6%	2%
Fc1ccccc1N1CCN(CC2CCCCC2)CC1
 : 1	4%	-11%	-9%	0%	-5%	-11	-3.0%	-1%
COc1cccc(CNC(=O)CCC2CCCN(Cc3cc4ccccc4o3)C2)c1 (stereo not drawn)
 : 1	0%	4%	-17%	4%	0%	0	-0.1%	-1%
COCCN(CC(=O)Nc1cccc(C)c1C)C(=O)Cn1c(=O)cnc2ccccc21
 : -3	8%	4%	-23%	-3%	4%	1	2.2%	-3%
CC(C(=O)N(C)C1CCS(=O)(=O)C1)N1C(=O)/C(=C/c2ccco2)SC1=S (stereo not drawn)
 : 2	1%[57.1 µM]	-14%	-26%	3%	-8%	3	1.0%	-9%
C/C(=N\NC(=O)c1csc2ccccc12)c1ccc(O)cc1
 : 12	-14%	4%	-2%	?	3%	-4	-0.3%	2%
COc1ccc(CN2C(=O)c3ccccc3C2C(=O)NC2CCC(C)CC2)c(OC)c1 (stereo not drawn)
 : 11	-9%	3%	-21%	-2%	-3%	-15	3.6%	-6%
CCOc1ccc(NC(=O)Cn2c(=O)n(CCC(=O)NCCc3ccccc3)c(=O)c3ccccc32)cc1
 : -4	6%	0%	-20%	1%	-6%	-11	0.6%	-1%
CCCOc1ccc(-c2nnc(N)s2)cc1
 : -5	9%	-2%	0%	4%	2%	-11	1.1%	0%
CCN(CC)c1c2c(c(C#N)c3nc4ccccc4n13)CCC2
 : 1	6%[57.1 µM]	?	-2%	-1%	-3%	9	3.0%	-1%
Cc1ccc(Nc2nc(N)nc(CSCCO)n2)cc1
 : -2	-11%	2%	-12%	0%	6%	-2	1.0%	-3%
CC(=O)Nc1ccc(CN2CCC(N3CCC(C(=O)NC4CC4)CC3)CC2)cc1
 : -3	nt	0%	-26%	1%	-3%	-6	nt	-3%
CCCN(CCC)CCNC(=O)CS(=O)Cc1nc(-c2ccc(C)cc2)oc1C (stereo not drawn)
 : 2	-5%	1%	-5%	0%	3%	2	2.2%	-2%
CC(CCc1ccco1)NC(=O)c1cccc2c1C(=O)N(C1CCCCC1)C2 (stereo not drawn)
 : 5	-15%	-4%	-22%	-4%	7%	0	0.6%	-3%
O=C(CCN1C(=O)c2ccncc2C1=O)Nc1cc(F)ccc1F
 : 0	4%	8%	-13%	4%	0%	-1	1.6%	1%
COc1ccc(OC)c(S(=O)(=O)Nc2c(C)n(C)n(-c3ccccc3)c2=O)c1
 : 4	-13%	2%	-15%	4%	0%	-10	2.3%	-3%
Cc1ccc(NC(=O)CN2CCN(S(=O)(=O)c3ccc4c(c3)OCCO4)CC2)c(C)c1
 : 1	nt	-3%	-1%	1%	-4%	-7	nt	-3%

Screens from PubChem BioAssay.
